Diaphorase inh: diaphorase inhibition or chemical oxidation counter-screen | diaphorase resazurin-to-resorufin fluorescence, NADH, 16 min; bacterial (C. kluyveri) enzyme, not human | inhibition, % at 20 µM | 190,000 tested, 0.69% active;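 active = primary screen inhibition at 20 µM above a set limit, cut at about 50% in these data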;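 also: plate controls were DMSO with full reaction for no effect and wells lacking NADH for full effect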
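material = Clostridium kluyveri diaphorase enzyme | amount = 0.14 U/mL diaphorase, enzyme working solution | schedule = incubation 16 min, room temperature | detection = fluorescence of resorufin formed from resazurin, Ex 544/Em 590 nm | benchmarks = positive control minus NADH, DMSO neutral control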
FLuc act counter: firefly luciferase counter-screen for stimulation assays | ATPlite luciferase biochemical, luminescence, 10 min; 0 = ATP-free wells, 1 = DMSO control | P08659 | AID 1027 | 200,000 tested, under 10 active | activation factor at 10 µM;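 active = luciferase activation factor, scaled between plate controls, of at least 2 with compound at 10 µM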
Target sequence (P08659 whole entry, looked up): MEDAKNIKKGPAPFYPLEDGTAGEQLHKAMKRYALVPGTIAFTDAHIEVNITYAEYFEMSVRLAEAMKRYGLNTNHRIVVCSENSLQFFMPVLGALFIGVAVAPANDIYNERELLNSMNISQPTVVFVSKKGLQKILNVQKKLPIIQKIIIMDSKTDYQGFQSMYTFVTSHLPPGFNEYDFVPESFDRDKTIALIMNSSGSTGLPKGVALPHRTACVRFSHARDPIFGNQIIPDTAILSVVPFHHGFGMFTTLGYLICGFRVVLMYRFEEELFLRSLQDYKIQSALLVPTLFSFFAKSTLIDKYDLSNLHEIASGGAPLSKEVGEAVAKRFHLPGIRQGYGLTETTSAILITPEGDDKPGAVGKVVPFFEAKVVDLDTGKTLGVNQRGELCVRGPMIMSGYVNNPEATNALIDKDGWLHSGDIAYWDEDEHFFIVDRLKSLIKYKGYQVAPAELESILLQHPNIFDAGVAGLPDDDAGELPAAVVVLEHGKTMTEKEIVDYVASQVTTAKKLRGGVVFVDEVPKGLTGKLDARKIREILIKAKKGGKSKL
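Assay system: Luciferase/luciferin detection reagent, cell-free biochemical luciferase assay / Read-out: luciferase activation / Benchmarks: No-ATP low control, compound-free enzyme-plus-ATP high control / Medium: PBS buffer for ATP / Detection: luminescence measurement of luciferase light output / Schedule: 10 min at ambient temperature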
Diaph act CS: diaphorase activation or chemical reduction counter-screen. 190,000 tested, 0.005% active. AID 1229. activation factor at 20 µM. Diaphorase/resazurin coupled assay, resorufin fluorescence, 16 min; hits give high values; 1 = vehicle wells, 0 = NADH-free wells;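 active = diaphorase activity raised at least twofold by the compound at 20 µM; inactive = activation factor below 2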
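Test system: Clostridium kluyveri diaphorase, purified enzyme. Buffer or medium: 50 mM HEPES pH 7.4 buffer plus MgCl2 and Tween 20. Also added: 0.114 mM NADH and 0.1 mM resazurin, final amounts. Dosing: compound 20 µM once, DMSO 1%. Schedule: 16 min enzyme reaction, ambient temperature. Detection: fluorescence of resorufin, 544 nm excitation, 590 nm emission.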
APP 5'UTR act: APP 5'UTR luciferase reporter activation. SH-SY5Y APP 5'UTR luciferase reporter, luminescence; zero percent = DMSO vehicle wells. activation, % at 2 µM. 190,000 tested, 1% active. AID 1276;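 active = activation above a set limit, based on mean plus 3 SD of controls, cut at about 140% in these data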; also: values of inactives mirror those of a sister screen read the other way
FLuc inhib CS: inhibits firefly luciferase, flagging false hits in luciferase inhibition screens. ATPLite firefly luciferase biochemical luminescence, 10 min. inhibition, % at 10 µM. 200,000 tested, 1.5% active. AID 1006;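 active = inhibition above about 50% when tested at 10 µM, limit read from the data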
APP transl inh: APP translation inhibition; SH-SY5Y APP 5'UTR-luciferase reporter, luminescence; inhibition, % at 2 µM; 190,000 tested, 0.82% active;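 active = inhibition above a set limit, derived from the sample mean plus 3 SD, cut at about 45% in these data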; also: values of inactives mirror those of a sister screen read the other way
NF-kB expr up: compounds increasing NF-kB expression in human neuronal cells; NF-kB reporter expression; hits give high values; fold change at 12.5 µM; 190,000 tested, 1.6% active; AID 1239; in the data active = fold change above about 3.3
STAT1 act: activators of IFN-gamma induced STAT1 signaling; NIH 3T3 STAT1-luciferase reporter, luminescence; 100% = IFN-gamma alone, no compound; activation (% of control), % at 5.5 µM; AID 932; 200,000 tested, 2.6% active;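 active = activation above the screen-wide mean activation plus 3 SD, cut at about 130% in these data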;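 also: raw ratio to IFN-gamma control signal so 100% means no change and 0% no light; values of inactives mirror those of a sister screen read the other way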
TLR4 MyD88 comp: TLR4-MyD88 interaction inhibition in cells; O00206+Q99836; HeLa CL3-4 TLR4/MyD88 BLA complementation, FRET ratio; inhibition, % at 8.4 µM; 200,000 tested, 0.18% active; AID 861; in the data active = inhibition above about 25%;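 also: 0% = vehicle and 100% = reference inhibitor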
G6PDH counter: counter-screen for G6PDH assay hits: L. mesenteroides G6PDH inhibition. Purified L. mesenteroides G6PDH, diaphorase/resazurin coupled fluorescence, 45 min. inhibition, % at 5 µM. 200,000 tested, 0.12% active; in the data active = inhibition above about 50%
Numbers without * were called inactive; . = not tested or not shown.

| molecule | Diaphorase inh | FLuc act counter | Diaph act CS | APP 5'UTR act | FLuc inhib CS | APP transl inh | NF-kB expr up | STAT1 act | TLR4 MyD88 comp | G6PDH counter |
| --- | --- | --- | --- | --- | --- | --- | --- | --- | --- | --- |
| CCc1nnc(NC(=O)CCc2c[nH]c3ccccc23)s1 | 13.9 | 1.1 | 0.9 | -0.2 | -6.3 | 0.2 | 1.09 | 102.2 | -2.3 | -4.7 |
| O=C(O)COc1ccc(Br)cc1/C=N/O | 12.9 | 1 | 0.9 | -8.8 | -4.0 | 8.8 | 1.04 | 102.1 | 2.5 | 4.2 |
| Cc1ccc(C(C(=O)NC2CCCCC2)N(Cc2cccnc2)C(=O)C2COc3ccccc3O2)o1 (stereo unspecified) | 12.0 | 1 | 0.9 | 18.9 | -0.1 | -18.9 | 0.74 | 99.4 | 3.5 | 6.8 |
| CN(Cc1ccccc1)c1oc(-c2ccco2)nc1C#N | 15.7 | 1.1 | 0.8 | 5.5 | -6.1 | -5.5 | 1.43 | 98.6 | 2.6 | 17.0 |
| O=C(c1cccs1)N(Cc1ccco1)c1nc(-c2ccc(F)cc2)cs1 | 21.7 | 1.1 | 0.8 | 0.4 | -6.2 | -0.4 | 1.11 | 97.9 | 0.3 | 9.3 |
| O=C(CSc1nc2ccccc2c(=O)n1CCC(=O)N1CCN(c2ccccc2)CC1)NCC1CCCO1 (stereo unspecified) | 9.6 | 1 | 0.9 | -3.2 | -2.4 | 3.2 | 0.71 | 95.4 | -5.2 | 7.8 |
| CCOC(=O)C1=C(NC(=O)c2ccc(Br)o2)Nc2ccccc2N=C1 | 6.3 | 1 | 0.9 | -7.2 | -1.2 | 7.2 | 1.02 | 103.7 | 13.3 | 4.4 |
| Cc1ccc(NC(=O)c2ccc(CSc3nnc(-c4ccncc4)n3C)cc2)cc1 | -1.8 | 0.6 | 1 | 7.3 | 36.6 | -7.3 | 1.71 | 102.5 | 12.4 | 12.8 |
| CCC1=Nc2cc(C(=O)NCc3ccco3)ccc2Sc2ccc(C)cc21 | 18.2 | 1 | 0.8 | -94.2 | -2.3 | 94.3* | 2.71 | 96.0 | 2.5 | 0.4 |
| Cc1ccc2oc(=O)c3cnn(CC(=O)N4CCN(c5ccccn5)CC4)c3c2c1 | 30.8 | 1 | 0.7 | 23.8 | -2.2 | -23.8 | 0.73 | 98.7 | -2.7 | -2.3 |
| CCc1nc(Cl)c(C#N)c2c1CSC(C)(C)C2 | 13.3 | 1.1 | 0.9 | 13.7 | -9.1 | -13.7 | 0.93 | 109.2 | -7.6 | 2.7 |
| CCCCNC(=O)NNC(=O)c1ccco1 | -1.4 | 1 | 1 | 4.7 | -2.8 | -4.7 | 1.41 | 96.9 | -13.0 | 6.2 |
| Cc1cc(=O)oc2cc(Oc3ccc([N+](=O)[O-])cc3C(F)(F)F)ccc12 | . | . | . | 11.1 | . | -11.1 | . | 107.0 | 4.6 | . |
| NC(=O)c1coc(-c2ccccc2)n1 | 0.9 | 1 | 1 | 16.6 | -2.1 | -16.6 | 1.06 | 102.4 | -0.1 | 1.7 |
| COc1ccc(CCNC(=O)CN2CCC(C(N)=O)CC2)cc1 | 3.1 | 1 | 1 | 19.5 | 1.1 | -19.5 | 1.11 | 105.6 | 0.2 | 2.3 |
| O=C(NC(=S)N1CCN(c2ccccn2)CC1)c1ccco1 | -7.7 | 1 | 1.1 | 20.3 | -1.4 | -20.3 | 1.29 | 108.8 | 12.2 | 19.5 |
| COc1ccc(N2CC(=O)N(c3ccccc3)C2=S)cc1 | 9.7 | 1 | 0.9 | 0.0 | 2.5 | 0.0 | 1.36 | 113.0 | -6.1 | -8.4 |
| O=C(CSc1ncccn1)NCc1ccc(Cl)cc1 | -11.9 | 1 | 1.1 | 10.4 | -1.2 | -10.4 | 1.55 | 107.0 | -16.4 | 6.4 |
| CCOCCc1nnc(NC(=O)c2cc(OC)c(OC)c(OC)c2)s1 | 8.3 | 1.1 | 0.9 | 0.4 | -7.0 | -0.4 | 1.02 | 100.8 | 12.8 | 1.3 |
| Cc1ccc(C(=O)/C=C/N(C)C)o1 | 10.3 | 1.1 | 0.9 | -5.7 | -5.6 | 5.7 | 1.32 | 103.2 | -17.6 | 5.1 |
| Cc1cccc(CC2CC(=O)N(c3nc4ccccc4s3)C2=O)c1 (stereo unspecified) | -15.3 | 1 | 1.2 | -7.1 | -4.4 | 7.1 | 1.07 | 98.2 | 6.4 | 16.2 |
| O=C(NC1CCN(C(=S)NCc2ccco2)CC1)C12CC3CC(CC(C3)C1)C2 | 19.6 | 1 | 0.8 | 15.5 | -4.3 | -15.5 | 0.97 | 85.8 | -3.4 | -0.9 |
| Cc1ccc(-c2cc(C)nc3ncnn23)cc1 | 8.8 | 1.1 | 0.9 | 3.5 | -9.7 | -3.5 | 1.15 | 103.2 | 6.1 | 1.1 |
| CCC(=O)c1ccc(N2CCCC2)c(F)c1 | 11.6 | 0.8 | 0.9 | 3.7 | 19.8 | -3.7 | 1.38 | 108.5 | -7.0 | 4.0 |
| Cc1ccc(NC(=O)C2C3CC4OC(=O)C2C4C3)cc1Cl (stereo unspecified) | 12.2 | 1 | 0.9 | -14.4 | -4.4 | 14.4 | 1.07 | 95.4 | 0.3 | 9.0 |
| Cc1ccc(CN2CCC(CO)(CC3CCCCO3)CC2)o1 (stereo unspecified) | 13.4 | 1.1 | 0.9 | 19.9 | -6.7 | -19.9 | 1.09 | 93.3 | -10.2 | 8.0 |
| CCOc1ccccc1NC(=O)CSc1nnc(Cn2c(=O)sc3ccccc32)n1C | 9.5 | 1.1 | 0.9 | -1.7 | -5.0 | 1.7 | 0.97 | 91.9 | 2.5 | -4.5 |
| COc1ccc(NC2=NCCC2)cc1 | -16.8 | 1 | 1.2 | 5.6 | -0.4 | -5.6 | 1.55 | 96.6 | 6.3 | 3.8 |
| O=C(c1ccccc1)N1CCN(S(=O)(=O)c2cccc(NS(=O)(=O)c3ccccc3)c2)CC1 | -3.1 | 1 | 1 | 1.1 | -2.0 | -1.1 | 1.56 | 95.5 | -4.3 | 8.4 |
| c1ccc(-c2csc(Nc3nc(N4CCOCC4)nc(N4CCOCC4)n3)n2)cc1 | 9.8 | 1.1 | 0.9 | -11.3 | -6.3 | 11.3 | 1.05 | 114.2 | -3.5 | 2.6 |
| O=C1C2C3C=CC(C3)C2C(=O)N1c1n[nH]c(CCc2ccccc2)n1 (stereo unspecified) | 13.0 | 1 | 0.9 | -13.4 | -4.3 | 13.4 | 1.35 | 96.0 | 1.5 | 9.6 |
| CN(CCC#N)C(=O)CSc1nc2scc(-c3ccccc3)c2c(=O)[nH]1 | 10.7 | 1.1 | 0.9 | 10.3 | -6.3 | -10.3 | 1.09 | 104.2 | 10.6 | -4.0 |
| CCC(C)NC(=O)c1cc(-c2ccccc2O)on1 (stereo unspecified) | 8.7 | 1 | 0.9 | 9.2 | 2.1 | -9.3 | 2.13 | 101.8 | -3.1 | 4.9 |
| O=C(CCC(=O)c1cccs1)OCc1nnc(-c2ccccc2)o1 | 4.4 | 1.1 | 1 | -2.5 | -9.3 | 2.5 | 1.37 | 106.8 | -3.5 | 8.6 |
| CCOC(=O)c1c(NC(=O)c2cccs2)sc(C(=O)N(C)C)c1C | 26.5 | 1 | 0.7 | 2.4 | -4.2 | -2.4 | 0.58 | 89.9 | -1.1 | 5.8 |
| COc1ccc(NC(=O)CNS(=O)(=O)c2ccccc2)cc1Cl | -1.1 | 1 | 1 | 24.5 | -2.7 | -24.5 | 1.14 | 103.6 | -8.6 | 8.7 |
| COc1ccccc1/C=N/OC(=O)c1ccc(F)cc1 | 16.8 | 0.3 | 0.8 | -13.1 | 73.8* | 13.1 | 1.27 | 96.7 | -7.2 | 17.7 |
| Cc1cccc(-c2noc(CN(C(=O)CCc3ccccc3)C(C)C)n2)c1 | 19.6 | 1.1 | 0.8 | -5.6 | -5.1 | 5.6 | 1.1 | 98.8 | 0.1 | -6.8 |
| CC(=O)NCC1CCCN(c2nc3nonc3nc2N(C)Cc2ccccc2)C1 (stereo unspecified) | 18.1 | 1.1 | 0.8 | 19.1 | -8.0 | -19.1 | 1.17 | 113.9 | -13.0 | 13.1 |
| CC1(C)Oc2ccc(C(=O)N3CCOCC3)cc2N(CC(=O)N2CCOCC2)C1=O | 12.6 | 1.1 | 0.9 | -3.3 | -8.9 | 3.3 | 0.99 | 101.6 | -10.2 | 1.9 |
| COc1ccc(S(=O)(=O)NCCc2nnc3ccc(SCC(=O)Nc4nc(C)cs4)nn23)cc1 | 17.6 | 1.1 | 0.8 | 6.0 | -5.3 | -6.0 | 1.3 | 88.3 | 5.0 | -2.8 |
| Cc1cc(C)n2nc(CC(=O)NCc3ccccc3Cl)nc2n1 | -1.3 | 1.1 | 1 | 3.4 | -5.9 | -3.4 | 1 | 98.3 | 9.3 | 22.9 |
| CCCn1nnnc1SCC(=O)N(C(C)C)C(C)C | -4.4 | 1 | 1 | 2.2 | -0.9 | -2.2 | 1.01 | 96.2 | -8.2 | 10.1 |
| O=C(c1ccc2c(c1)OCO2)N1CCN(c2ccc(Cl)cc2)CC1 | 16.6 | 1 | 0.8 | -9.6 | -2.7 | 9.6 | 0.95 | 88.0 | 8.5 | 7.1 |
| Cc1cc(NC(=O)COC(=O)CCNS(=O)(=O)c2c(Cl)cccc2Cl)no1 | 0.0 | 1 | 1 | -0.7 | -1.8 | 0.7 | 0.99 | 103.5 | 3.7 | 2.9 |
| CCOC(=O)CCc1c(C)nc2cc(-c3ccc(F)cc3)[nH]n2c1=O | 20.6 | 1 | 0.8 | 10.0 | -2.2 | -10.0 | 1.46 | 114.7 | 4.2 | 0.5 |
| CCOC(=O)C1CCCN(CC(=O)Nc2cc(C)cc(C)c2)C1 (stereo unspecified) | 4.3 | 1.1 | 1 | -2.6 | -7.5 | 2.6 | 0.98 | 97.4 | 11.9 | -3.1 |
| COc1ccc(N2CCN(C(=O)CSc3nnc(COc4cccc5cccnc45)o3)CC2)cc1 | 18.9 | 1 | 0.8 | -6.7 | -3.5 | 6.7 | 0.89 | 99.5 | -22.3 | -4.2 |
| CCCC(c1nnnn1C(C)(C)C)N1CCN(Cc2ccccc2OC)CC1 (stereo unspecified) | -14.2 | 1 | 1.1 | -18.9 | 3.5 | 18.9 | 1.11 | 101.3 | 1.0 | 15.1 |

Compound profiles, as listed above. Order of screens: Diaphorase inh	FLuc act counter	Diaph act CS	APP 5'UTR act	FLuc inhib CS	APP transl inh	NF-kB expr up	STAT1 act	TLR4 MyD88 comp	G6PDH counter
`CCC1=Nc2cc(C(=O)NCc3ccco3)ccc2Sc2ccc(C)cc21` across the screens: 18.2	1	0.8	-94.2	-2.3	94.3*	2.71	96.0	2.5	0.4
`COc1ccccc1/C=N/OC(=O)c1ccc(F)cc1` across the screens: 16.8	0.3	0.8	-13.1	73.8*	13.1	1.27	96.7	-7.2	17.7
`CCc1nnc(NC(=O)CCc2c[nH]c3ccccc23)s1` across the screens: 13.9	1.1	0.9	-0.2	-6.3	0.2	1.09	102.2	-2.3	-4.7
